# Screening data (PubChem BioAssay)
# Tn6 DDE FP – DD(E)-Tn6 binding inhibition, primary FP screen. Fibrin DD(E) TRITC-Tn6 fluorescence polarization displacement. inhibition, % at 8.3 µM. actives 0.21% (n = 370,000). AID 720509;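 active = inhibition above a per-campaign cutoff: mean of compounds within control limits plus 3 SD, cut at about 15% in these data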;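 also: 0% = median of all compound wells on the plate and 100% = blocking peptide control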
# ADAM17 inh – inhibits human ADAM17. P78536. recombinant ADAM17, EDANS/DABCYL FRET peptide cleavage. inhibition, % at 6.95 µM. actives 0.83% (n = 370,000);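 active = inhibition above the mean of compounds lying between control limits plus 3 SD, set per campaign, cut at about 8.5% in these data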;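 also: 0% = DMSO-only wells as the low control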
# UHRF1 MBD2 ctr – human UHRF1 methylated DNA binding inhibitors; Q96T88; UHRF1 binding to methylated oligo, TR-FRET; inhibition, % at 4.4 µM; actives 0.75% (n = 370,000); in the data active = inhibition above about 21%;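 also: UHRF1 SRA domain binding a hemimethylated CpG hairpin DNA probe; 0% = median of test compound wells and 100% = reference inhibitor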
# PLC-gamma1 inh – PLC-gamma1 (human) inhibition, primary screen; P19174; purified PLC-gamma1, fluorogenic substrate, fluorescence; inhibition, % at 12.2 µM; actives 0.84% (n = 370,000); AID 720700; in the data active = inhibition above about 9.5%
# PLCb3 inh – blocks human PLC-beta3 enzyme activity; Q01970; Purified PLC-beta3, fluorogenic substrate, fluorescence; inhibition, % at 12.2 µM; actives 0.18% (n = 370,000); AID 720704; in the data active = inhibition above about 11%;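 also: 0% = median of compound wells on plate and 100% = full blocker control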
# KLK7 zymogen act – activators of human kallikrein-7 zymogen. activation, % at 7 µM. P49862. actives 0.9% (n = 370,000). purified proKLK7, EDANS-DABCYL substrate fluorescence; 100% is mature enzyme control, 0% vehicle;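 active = activation above the mean of all tested compounds plus 3 SD, computed per campaign excluding outliers beyond control limits, cut at about 13% in these data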
# ASAP1 inh – blocks human ASAP1-stimulated Arf1 GTP hydrolysis. Q9ULH1. GDP FP detection. inhibition, % at 16.5 µM. actives 0.19% (n = 360,000); in the data active = inhibition above about 25%;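 also: 0% = vehicle with enzyme and substrate and 100% = no enzyme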
# Target sequence (Q9ULH1 325-724 limits assumed): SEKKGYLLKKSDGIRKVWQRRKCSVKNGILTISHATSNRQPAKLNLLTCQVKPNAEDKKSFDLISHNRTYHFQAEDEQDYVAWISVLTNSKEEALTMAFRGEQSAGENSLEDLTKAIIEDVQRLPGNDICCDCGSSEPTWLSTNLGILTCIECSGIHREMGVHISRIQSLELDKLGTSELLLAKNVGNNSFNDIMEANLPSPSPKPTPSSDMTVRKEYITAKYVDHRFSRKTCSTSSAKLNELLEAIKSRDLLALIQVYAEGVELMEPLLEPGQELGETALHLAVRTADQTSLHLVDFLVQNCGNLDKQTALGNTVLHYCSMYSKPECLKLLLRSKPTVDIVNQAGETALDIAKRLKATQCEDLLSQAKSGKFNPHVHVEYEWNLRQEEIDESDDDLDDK
# ARFGAP1 inhibitor – inhibitors of rat ARFGAP1. Q62848. Arfgap1-stimulated ARF1 GTP hydrolysis, GDP FP detection. inhibition, % at 16.5 µM. actives 0.26% (n = 360,000). AID 651572;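 active = inhibition above a per-plate limit, mean inhibition of low control wells plus 3 SD, cut at about 25% in these data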;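 also: 0% = DMSO wells with enzyme and 100% = wells lacking Arfgap1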
# Target sequence (Q62848 1-136 limits assumed): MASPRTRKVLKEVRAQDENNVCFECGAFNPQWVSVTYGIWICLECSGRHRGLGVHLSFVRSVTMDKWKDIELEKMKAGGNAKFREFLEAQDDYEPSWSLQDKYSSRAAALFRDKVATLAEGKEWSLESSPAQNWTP
#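 system = rat Arfgap1 catalytic domain, aa 1-136 | technique = FP, GDP Alexa 633 tracer displaced from anti-GDP antibody, 620/688 nm | compound = one concentration, 16.5 µM, DMSO 1.26% | medium = HEPES-based buffer, pH 7.5 | timing = compound-enzyme preincubation 20 min, reaction 120 min, detection 60 min, 25 °C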
# DDE Tn7 FP inh – disrupts Tn7 cyclic peptide binding to fibrin D-Dimer-E complex. FP displacement of FITC-Tn7 peptide from fibrin DD(E); 0% = median of compound wells per plate. P02675. inhibition, % at 8.3 µM. AID 720508. actives 0.13% (n = 370,000);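 active = inhibition above the mean of compounds falling within the control limits plus 3 SD of them, cut at about 14% in these data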;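 also: 0% = plate median of compound wells and 100% = 10 µM Aha-Tn7 peptide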
#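 Also added: labelled Tn7 tracer, 0.1 µM; Assay system: human fibrin DD(E) protein; Amount: 2 µM fibrin DD(E); Schedule: 10 min compound pre-incubation, 3 h probe incubation at room temperature; Repeats: one replicate per compound; Read-out basis: percent inhibition; Measured by: fluorescence polarization of the labelled Tn7 tracer.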
# MBD2 inh – blocks human MBD2 binding to methylated DNA. inhibition, % at 4.4 µM. actives 0.31% (n = 370,000). TR-FRET, MBD2 binding to methylated oligonucleotide. AID 686964; in the data active = inhibition above about 13%
# Target sequence (Q9UBB5 whole entry, looked up): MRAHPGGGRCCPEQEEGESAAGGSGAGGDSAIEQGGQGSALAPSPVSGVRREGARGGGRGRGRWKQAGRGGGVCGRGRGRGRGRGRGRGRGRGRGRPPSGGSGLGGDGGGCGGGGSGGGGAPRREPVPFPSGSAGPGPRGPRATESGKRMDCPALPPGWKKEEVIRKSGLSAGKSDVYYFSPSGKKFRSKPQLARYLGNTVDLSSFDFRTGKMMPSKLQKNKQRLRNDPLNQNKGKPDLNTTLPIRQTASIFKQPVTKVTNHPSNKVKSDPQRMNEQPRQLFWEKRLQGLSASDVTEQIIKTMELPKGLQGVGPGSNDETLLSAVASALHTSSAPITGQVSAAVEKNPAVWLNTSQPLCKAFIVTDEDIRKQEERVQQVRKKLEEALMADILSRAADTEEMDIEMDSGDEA
# An asterisk follows results filed as active; / = no result given.
PLCb3 inh	ADAM17 inh	ARFGAP1 inhibitor	KLK7 zymogen act	MBD2 inh	ASAP1 inh	DDE Tn7 FP inh	PLC-gamma1 inh	Tn6 DDE FP	UHRF1 MBD2 ctr	canonical_smiles
0	-4	12	0.1	1	6	3	1	-4	4	CN(C)S(=O)(=O)N1CCCC(C(=O)c2ccc(-c3ccccc3)cc2)C1 (configuration not stated)
1	0	/	0.6	-1	/	4	1	-4	-1	Cn1cccc1C(=O)N1CCN(S(=O)(=O)c2ccc(Br)s2)CC1
2	-2	-4	-0.5	0	19	-3	0	-2	1	Cc1ccc(NC(=O)CSc2nc3[nH]ncc3c(=O)[nH]2)cc1
-2	-6	2	0.0	-6	17	-2	1	-10	-3	N/C(=N\OC(=O)c1cccc(Br)c1)c1ccccn1
2	0	-3	0.2	0	16	-7	3	-7	0	Cc1ccc(C(=O)Cn2nnc3c(sc4nc5c(c(-c6ccccc6)c43)CCC5)c2=O)cc1
-5	-3	1	-0.3	3	-3	1	-2	-5	1	O=C1CC(N2CCN(c3ccc(Cl)cc3)CC2)C(=O)N1c1ccc(F)cc1 (configuration not stated)
4	1	1	0.5	4	-10	2	1	-8	-5	O=[N+]([O-])c1ccc(COc2cccc(CN3CCCCC3)c2)cc1
1	-4	-3	-0.1	3	-7	-2	-42	4	-3	Fc1ccccc1Cn1nnc2c(NCCc3ccccn3)ncnc21
0	-2	14	0.3	-4	8	-1	1	-2	-1	CCN(CC)CC(O)COCCC12CC3CC(CC(C3)C1)C2 (configuration not stated)
4	-6	/	-0.2	7	/	3	-2	4	3	CCCCCc1ccc(NC(=O)OCCCN2CCC3(CCC(c4ccccc4)CC3)C2=O)cc1 (configuration not stated)
0	-6	-5	-0.2	1	9	-8	2	10	1	O=C(O)c1ccccc1C(=O)NCc1ccccc1
-3	0	8	-0.2	3	2	3	-2	-3	-1	COc1ccc(Cl)cc1-c1cc(C(=O)Nc2ccc(C)c(NS(C)(=O)=O)c2)[nH]n1
-9	0	-4	-0.3	2	-2	-10	-1	9	-6	O=C(CCN1C(=O)/C(=C/c2ccccc2Cl)SC1=S)NC1CCS(=O)(=O)C1 (configuration not stated)
-13	-3	4	0.8	-4	2	-2	-6	0	-3	S=C(NCc1ccco1)Nc1ccc(Br)cn1
4	-2	-17	-0.2	2	-16	2	3	3	5	Cc1ccc(C(=O)O)c(C(=O)Nc2nc(C)cs2)c1
-9	-29	7	-2.4	1	11	4	-4	-3	8	O=C(Nc1cc2c(ccc3ccccc32)oc1=O)C1CCCCC1
-4	-3	-6	0.1	-1	-1	3	-4	4	-2	CC1(C)Cc2c(sc3c2c(=N)n(Cc2ccco2)c(=O)n3CC(=O)Nc2ccc(Cl)cc2)CO1
-82	-57	3	1.1	-1	0	-3	-62	5	-1	Cc1cc2nc(-c3cccnc3SCC(=O)NC(C)C)[nH]c2cc1C
0	-8	1	-0.2	2	-8	1	-3	8	-1	COC(=O)c1ccccc1NC(=O)CN1CCN(C(=O)c2ccco2)CC1
-3	-3	/	-0.1	1	/	1	-4	0	2	C[C@@H]1CCN(C2CC2)S(=O)(=O)c2c(cccc2N2CCC[C@@H]2C)O1
1	-5	-4	0.6	2	11	5	0	-2	0	COC(=O)Nc1nnc(CCc2ccccc2)s1
-5	1	13	-0.2	-4	-1	-7	-2	0	-1	CCC1CCc2sc(C(=O)NNC(=O)c3ccncc3)cc2C1 (configuration not stated)
-37	2	4	-1.5	-11	2	-3	-25	-1	-5	CCn1c(C)c(C(C)=O)c(N2CCN(c3ccccc3)CC2)nc1=S
-5	-6	0	-0.6	9	-1	3	0	-6	21*	N/C(=N\OC(=O)Cc1cccs1)c1ccccc1
-12	-1	-3	0.1	6	5	-6	-7	-1	2	CCOc1ccc(NC(=S)N(CCc2c(C)[nH]c3ccc(C)cc23)Cc2ccncc2)cc1
-1	2	-4	-0.1	0	8	-4	4	5	5	O=S(=O)(N1CCCCCC1)N1CCN(S(=O)(=O)N2CCOCC2)CC1
-1	-3	1	-0.3	-5	-5	4	0	-2	1	Fc1ccc(CN2CCCCCCC2)cc1F
8	10*	2	-0.2	-3	15	0	10*	8	2	C=CC[C@@H](Cc1ccc(F)cc1)C(=O)OC[C@@H]1CCCN1C(=O)[C@H](CC=C)CC(=O)N(CCO)Cc1ccccc1
3	1	/	0.4	-4	/	-1	0	-1	1	O=C(CN(CCc1ccccc1)S(=O)(=O)c1ccccc1)N1CCOCC1
-5	-1	3	0.4	1	2	0	1	-6	-1	CC1=CCC(C(=O)O)C(C(=O)NC2CCCCC2)C1 (configuration not stated)
-68	-10	-2	0.8	-5	-10	-2	-49	1	-2	CN(C)c1cccc(C(=O)NNC(=O)CN2C(=O)C3CC=CCC3C2=O)c1 (configuration not stated)
3	-1	-10	-0.3	-9	-11	4	2	8	-2	CC(C)C(NS(=O)(=O)c1ccccc1)C(=O)OCC(=O)NNC(=O)c1ccccc1 (configuration not stated)
3	2	7	0.1	1	10	-3	3	-6	18	O=C(CSc1nnc(NC(=O)c2ccc(S(=O)(=O)N3CCOCC3)cc2)s1)Nc1ccccc1C(F)(F)F
-35	-21	5	-3.2	-7	-3	1	-21	9	3	COc1cccc(-c2sc3ccc(OC)cc3c2C#CC(C)(C)O)c1
3	-7	2	-1.0	5	0	9	1	6	4	COc1ccc(C(=O)O)cc1S(=O)(=O)NC(C)C
1	-4	2	0.9	3	11	1	0	-2	3	CCn1ncc([N+](=O)[O-])c1C(=O)Nc1ccc(C(=O)N2CCCCC2)cc1
-96	-22	-8	-1.2	-2	10	0	-62	-8	-2	Cc1c(-c2cccc(Cl)c2)nc2ccccc2c1C(=O)OC/C(O)=C(\C#N)c1nc2ccccc2[nH]1
0	-1	13	0.1	-2	-5	-1	-2	0	-1	Cc1cccc(N2Cc3ccccc3C2=NC(=O)c2ccc(Cl)nc2)c1
2	0	11	1.1	-1	9	-7	3	2	1	CC(C)N(Cc1nc(-c2ccccc2)no1)C(=O)CCCN1C(=O)c2ccccc2C1=O
4	-3	1	0.7	-4	11	-3	1	-10	1	COCC(=O)N(C)C[C@H]1N[C@@](C)(C(=O)OC)[C@H]2C(=O)N(Cc3ccccc3)C(=O)[C@@H]12
-4	0	1	-0.1	3	4	8	2	6	-2	COC(CN(C)S(=O)(=O)c1cc2c3c(c1)CCN3C(=O)CC2)OC
2	-3	10	0.4	0	-10	0	0	5	-1	NS(=O)(=O)c1ccc(CCNS(=O)(=O)c2ccccc2)cc1
-5	-2	1	0.5	2	-1	-1	1	-1	0	COc1ccc(-c2csc(NC(=O)COC(=O)C3=COCCO3)n2)cc1
-4	-4	-26	0.2	-10	-11	5	-5	-2	-1	Cc1nc2c(C(=O)NCCc3ccccc3Cl)c[nH]n2c(=O)c1Cl
-13	-4	4	-0.5	3	12	3	-8	5	1	CCOc1cc(/C=C2\SC(=NC)N(C)C2=O)cc(Cl)c1OC(C)=O
-1	-4	4	-0.2	-2	6	4	2	2	-1	Cc1cc(C)nc(-n2nc(C)cc2NC(=O)c2ccc(F)cc2F)n1
-9	-9	-4	0.3	-5	-3	1	-3	1	-3	Cc1ccc(CNC(=O)CCc2nnc3ccc(NCCCN4CCCC4=O)nn23)cc1
-52	-2	3	-3.4	-1	-3	3	-34	3	-1	O=C(NC1CCCCC1)c1cccc2c1C(=O)c1ccc(N3CCC(Cc4ccccc4)CC3)cc1S2(=O)=O
0	-3	-2	0.0	-2	-1	3	-1	3	-1	O=C(c1c(F)cccc1F)N1CCCC1
-6	1	-14	-0.1	1	-5	2	3	5	0	Cc1cccc(CN2CCC(C(=O)Nc3cccc(-c4cccc(F)c4)c3)CC2)n1

# Single records (already shown). Order of screens: PLCb3 inh	ADAM17 inh	ARFGAP1 inhibitor	KLK7 zymogen act	MBD2 inh	ASAP1 inh	DDE Tn7 FP inh	PLC-gamma1 inh	Tn6 DDE FP	UHRF1 MBD2 ctr
# CCOc1cc(/C=C2\SC(=NC)N(C)C2=O)cc(Cl)c1OC(C)=O in the list: -13	-4	4	-0.5	3	12	3	-8	5	1
# Cc1cccc(CN2CCC(C(=O)Nc3cccc(-c4cccc(F)c4)c3)CC2)n1 in the list: -6	1	-14	-0.1	1	-5	2	3	5	0
# COc1ccc(-c2csc(NC(=O)COC(=O)C3=COCCO3)n2)cc1 in the list: -5	-2	1	0.5	2	-1	-1	1	-1	0

# Continued.
PLCb3 inh	ADAM17 inh	ARFGAP1 inhibitor	KLK7 zymogen act	MBD2 inh	ASAP1 inh	DDE Tn7 FP inh	PLC-gamma1 inh	Tn6 DDE FP	UHRF1 MBD2 ctr	canonical_smiles
-3	-4	8	-0.1	2	6	7	2	7	-4	O=S(=O)(c1ccc(-n2cnnn2)cc1)N1CCNCC1
4	0	-8	0.6	-7	5	-6	1	2	0	COc1cccc(NS(=O)(=O)c2ccc3c(c2)NC(=O)C(C)C(=O)N3)c1 (configuration not stated)
0	-1	-14	-0.3	4	-11	6	2	2	7	O=C(Oc1ccc(C(=S)N2CCOCC2)cc1Br)c1ccccc1F
-9	-7	6	0.5	7	-3	0	3	-5	3	Cc1ccccc1Nc1nc(N)nc(CCl)n1
-6	-3	6	0.8	-7	-11	3	-71	-1	-2	Cc1ccc(/C=N/NC(=O)c2ccc(Br)o2)s1
2	2	-5	0.2	-5	1	0	0	-2	2	CC(C)Nc1ncnc2c1ncn2[C@H]1CN(CCN2CCOCC2)C[C@@H](CO)O1
-4	0	4	0.0	6	8	-5	2	-5	1	O=C(NCc1ccccn1)C(=O)NCC1OCCN1S(=O)(=O)c1ccc(Cl)cc1 (configuration not stated)
-8	-5	10	0.4	5	-6	0	0	6	13	O=C1Nc2c(c(=O)[nH]c(=O)n2-c2ccc(F)cc2)C1(NS(=O)(=O)c1ccccc1)C(F)(F)F (configuration not stated)
-5	-2	-5	-0.5	-1	9	0	0	-1	4	Cn1c(=O)c(=O)n(C)c2cc(S(=O)(=O)N3CCC(Cc4ccccc4)CC3)ccc21
-5	-3	-1	-0.5	1	-7	-2	0	-4	-4	Cn1cc(CN2CCC(C(=O)Nc3cccc(-c4cscn4)c3)CC2)cn1
-14	-4	-6	-0.3	7	0	-5	-14	-10	-1	O=C(Nc1nc2ccccc2n1Cc1ccccc1)c1ccco1
3	0	1	0.5	-2	-10	-6	3	2	0	Cc1ccc(S(=O)(=O)N2CCC(C(=O)N3CCC[C@H]3C(=O)NCc3ccccc3)CC2)cc1
-436	-216	7	7.9	-3	10	4	-283	-1	1	COc1ccc(-c2nc3ncnn3cc2C)cc1F
2	0	-1	-0.2	-2	-7	5	-1	4	0	CC(C)OC(=O)C1C2C=CC3(CN(C(C)c4ccc(Br)cc4)C(=O)C13)O2 (configuration not stated)
-2	-2	-5	-0.4	5	-11	9	1	0	-2	CN(C)C(CNC(=O)c1ccc(S(=O)(=O)N(C)C)cc1)Cc1ccccc1 (configuration not stated)
